# KCNK9 block: human KCNK9 channel inhibition; Q9NPC2; HEK293 KCNK9, FluxOR thallium flux fluorescence; active compounds read low; B-score at 10 µM; hit rate 1.2% among 310,000; AID 488922;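 active means ratio B-score over 3 SD below the library mean, with starting fluorescence within 5 SD of its mean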;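 further: negative B-score means less thallium flux so channel inhibition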
# hERG protect: hERG (human) protection from proarrhythmic block; Q12809; CHO-hERG, FluxOR thallium flux, dofetilide IC70 present; activation (rescue from dofetilide block), less the hit threshold, % at 10 µM; hit rate 0.51% among 310,000;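 active means activation above the mean of controls blocked by dofetilide plus 5 SD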;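 further: thallium influx through hERG after potassium depolarization seen as dye fluorescence rise; in these data hits start at about 4.7%; inactives centre near -7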
# Target sequence (Q12809 whole entry, looked up): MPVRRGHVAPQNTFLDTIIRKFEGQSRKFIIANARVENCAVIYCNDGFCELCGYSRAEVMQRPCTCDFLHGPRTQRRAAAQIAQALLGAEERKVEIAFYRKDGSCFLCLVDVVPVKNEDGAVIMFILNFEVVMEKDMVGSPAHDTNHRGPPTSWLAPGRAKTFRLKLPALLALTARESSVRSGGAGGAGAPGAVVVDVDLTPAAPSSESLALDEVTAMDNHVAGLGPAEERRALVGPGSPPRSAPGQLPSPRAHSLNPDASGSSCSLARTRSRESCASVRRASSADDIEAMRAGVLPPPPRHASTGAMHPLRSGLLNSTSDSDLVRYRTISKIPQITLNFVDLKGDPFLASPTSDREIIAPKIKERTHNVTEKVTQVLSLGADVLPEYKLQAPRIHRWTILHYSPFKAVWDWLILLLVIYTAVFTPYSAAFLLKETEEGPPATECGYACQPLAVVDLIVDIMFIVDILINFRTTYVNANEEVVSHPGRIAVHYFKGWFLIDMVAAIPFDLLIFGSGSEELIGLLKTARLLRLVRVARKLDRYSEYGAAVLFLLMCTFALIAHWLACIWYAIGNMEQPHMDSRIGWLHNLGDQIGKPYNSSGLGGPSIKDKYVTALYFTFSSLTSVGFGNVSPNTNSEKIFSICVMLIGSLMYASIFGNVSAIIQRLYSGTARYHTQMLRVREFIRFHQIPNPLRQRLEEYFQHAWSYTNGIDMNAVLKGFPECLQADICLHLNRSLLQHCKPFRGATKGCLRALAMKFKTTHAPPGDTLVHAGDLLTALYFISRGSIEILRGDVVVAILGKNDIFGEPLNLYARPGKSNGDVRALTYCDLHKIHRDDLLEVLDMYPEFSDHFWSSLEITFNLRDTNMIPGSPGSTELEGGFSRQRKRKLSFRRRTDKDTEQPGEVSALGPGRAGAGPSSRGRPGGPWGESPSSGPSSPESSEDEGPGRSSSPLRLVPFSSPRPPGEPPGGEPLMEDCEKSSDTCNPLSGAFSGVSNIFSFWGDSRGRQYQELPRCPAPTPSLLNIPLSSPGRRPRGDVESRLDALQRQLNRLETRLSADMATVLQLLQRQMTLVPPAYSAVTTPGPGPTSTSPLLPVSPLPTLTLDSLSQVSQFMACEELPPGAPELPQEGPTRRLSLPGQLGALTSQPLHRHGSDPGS
# HDAC3 inh: inhibitors of human histone deacetylase 3; inhibition, % at 8.3 µM; O15379; hit rate 0.15% among 320,000; AID 2718; recombinant HDAC3, fluorogenic peptide/trypsin coupled, fluorescence; in the data active means inhibition above about 26%, passing the limit was not always enough; inconclusive means no clear call, values can overlap the other calls
# TRPC4 act: TRPC4 (mouse) channel activation; hit rate 0.49% among 310,000; Q9QUQ5; B-score at 10 µM; HEK293 TRPC4beta/mu-opioid, Fluo4 calcium fluorescence; active compounds read high; AID 2237;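 active means B-score above 5 SD of library B-scores, and initial fluorescence ratio not above library mean plus 5 SD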;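 further: positive B-score marks a calcium rise read as TRPC4 activation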
#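 Material: HEK293 stable line with TRPC4beta plus mu-opioid receptor; technique: Fluo4 calcium-sensitive dye fluorescence, kinetic, 1 Hz baseline; timing: Fluo4 dye loading 45 min at room temperature, 110 s recording; controls: assay buffer as low control, maximal DAMGO as high control; read-out: integrated baseline-normalised fluorescence ratio, converted to per-well B score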
# ANO1 activ: activates or potentiates the mouse TMEM16A chloride channel | HEK293 TMEM16A/YFP-H148Q/I152L, iodide quench fluorescence; active compounds read low | B-score at 10 µM | hit rate 0.3% among 340,000;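 active means fluorescence-ratio B-score plate-corrected deviation score at least 3 library SD below zero, with starting fluorescence score within 5 deviations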;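 further: channel opened by trigger with iodide after compound preincubation; score built on the fluorescence ratio of max minus min over baseline; more negative score means more quench and so TMEM16A activation or potentiation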
# KCNK3 block: human KCNK3 channel inhibition, primary screen; O14649; B-score at 10 µM; CHO-KCNK3 thallium flux, FluxOR fluorescence; active compounds read low; hit rate 0.84% among 340,000;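 active means B-score under library mean minus 4 SD, starting fluorescence ratio at most library mean plus 5 SD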;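 further: more negative B-score means stronger inhibition of thallium flux through KCNK3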
# TMEM16A inh: blocks the mouse calcium-activated chloride channel TMEM16A; Q8BHY3; HEK293 TMEM16A/YFP iodide influx fluorescence, ionomycin; normalized B-score (activity score, 25-100; higher = stronger inhibition) at 10 µM; hit rate 1.2% among 310,000;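 active means ratio plate-corrected score three or more library SD toward inhibition, starting fluorescence score within five deviations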;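 further: score derived from kinetic fluorescence span divided by baseline fluorescence per well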
# TRPC4 PAM: allosteric potentiators of mouse TRPC4 channel. Q9QUQ5. HEK293 TRPC4beta/mu-opioid, DAMGO EC20, Fluo-4 Ca2+ flux; active compounds read high. B-score at 10 µM. hit rate 0.42% among 310,000;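 active means B-score of calcium response area above 5 SD of library B-scores, with initial fluorescence ratio within 5 SD of library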;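 further: B-score of integrated fluorescence ratio over time as area under calcium response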
# KCNQ1 block: inhibitors of human KCNQ1 potassium channel; CHO-K1 KCNQ1, FluxOR thallium flux fluorescence; active compounds read high; AID 2642; B-score at 10 µM; P51787; hit rate 1.3% among 310,000;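 active means compounds whose thallium flux B-score, printed positive for inhibition, exceeds three library SD while starting fluorescence stays within three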;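 further: channel opened by potassium depolarization with thallium stimulus after 20 min compound exposure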
# KCNQ1 act: potentiates or activates the human KCNQ1 potassium channel; P51787; CHO-K1 KCNQ1, thallium flux FluxOR fluorescence; active compounds read high; B-score at 10 µM; hit rate 0.35% among 310,000;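 active means fluorescence ratio B-score, a plate-corrected score, at least three library SD, with initial intensity B-score within 5 SD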
#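 Test system: CHO-K1 cells stably expressing KCNQ1 / Medium: assay buffer / Also added: depolarizing K+/Tl+ stimulus, K2SO4 and Tl2SO4 each 12.5 mM in 5x stock / Incubation: 90 min dye loading and 20 min compound exposure, both at room temperature / Signal: thallium influx via FluxOR fluorescence, kinetic imaging / Evaluation: B score of baseline-normalized fluorescence ratio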
# DYRK1A inh: blocks rat Dyrk1A kinase activity | Q63470 | ADP-Glo luminescence, NFATc1 peptide | inhibition, % at 12.5 µM | AID 504441 | hit rate 0.43% among 310,000; in the data active means inhibition above about 50%;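 further: plate controls were vehicle with enzyme for no effect and no enzyme for full effect; many of its hits are not listed in these tables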
# * hit, by the source's call; i = inactive; ? = inconclusive; nt = no result given.
SMILES,KCNK9 block,hERG protect,HDAC3 inh,TRPC4 act,ANO1 activ,KCNK3 block,TMEM16A inh,TRPC4 PAM,KCNQ1 block,KCNQ1 act,DYRK1A inh
COc1cc(NC(=S)NCCO)c(OC)cc1Cl,i,-9.1,-1.8,i,i,i,i,i,i,i,10.1
CC(C(=O)Nc1ccc2c(c1)OCCO2)N(C)Cc1c(F)cccc1Cl (stereo not given),i,-22.6,5.7,i,i,i,i,i,i,i,-2.8
CC(=O)NC(CC(=O)Nc1cc(Cl)ccc1-n1cncn1)c1ccccc1 (stereo not given),i,-16.0,-3.1,i,i,i,i,i,i,i,5.2
CC(C)C[C@H](NC(=O)NCc1ccccc1Cl)C(=O)O,i,-8.5,2.5,i,i,i,i,i,i,i,4.6
CCOC(=O)c1[nH]c(C)c(/C(O)=C2\C(=O)C(=O)N(CCN(C)C)C2c2ccc(C)o2)c1C (stereo not given),i,-11.2,5.0,i,i,i,i,i,i,i,-2.2
Cc1cccc(N(CC(=O)NCCSc2ccccn2)S(=O)(=O)c2ccccc2)c1,i,-24.4,3.9,i,i,i,i,i,i,i,12.5
O=C(c1cc(-c2cccc(Cl)c2)on1)N1CCN(c2ccc(F)cc2)CC1,i,-6.6,2.5,i,i,i,i,i,i,i,-0.6
COc1cccc(C(=O)c2c(C)c(CCC#N)n3ccccc23)c1OC,i,-2.1,3.3,i,i,i,i,i,i,i,-0.4
Cc1noc(C)c1CCC(=O)NC1CCCN(Cc2ccc(CC(C)C)cc2)C1 (stereo not given),i,-2.8,-1.1,101*,i,i,i,i,i,i,-7.9
CCC(=O)OC1(C(=O)CCl)[C@@H](C)C[C@H]2[C@@H]3CCC4=CC(=O)C=C[C@]4(C)[C@@]3(F)[C@@H](O)C[C@@]21C (stereo not given in full),nt,nt,-5.8,nt,i,i,i,nt,nt,nt,2.0
CSCCC(NS(=O)(=O)c1ccc2c(c1)OCCO2)C(=O)N(C)Cc1ccc(F)cc1 (stereo not given),i,-34.0,1.4,i,i,i,i,i,i,i,1.9
CN(CC(=O)Nc1ccc(Cl)c(C(F)(F)F)c1)C(=O)/C=C/c1ccco1,i,-6.6,-0.7,i,i,i,i,i,i,i,1.8
CCCCN(C)S(=O)(=O)c1ccc(C(=O)Nc2nnc(-c3ccco3)o2)cc1,i,-6.1,-5.2,i,i,i,i,i,i,i,2.5
COc1cc(S(=O)(=O)N(Cc2ccc(C)cc2)C2CCCCC2)ccc1-n1cnnn1,i,-7.5,-0.1,i,i,i,i,i,i,i,-1.3
CCOC(=O)C1=C(N)Oc2cc(C)oc(=O)c2C1c1cccnc1 (stereo not given),i,-10.3,14.5,i,i,i,i,i,i,i,-2.5
CC(C)(C)NS(=O)(=O)c1cnc(Cl)c(Cl)c1,i,-3.5,-0.9,i,i,i,i,i,i,i,0.3
CCOc1ccc(CCNC(=O)CN2CCN(Cc3ccccc3C)C2=O)cc1OCC,i,0.3,nt,i,i,i,i,i,i,i,-6.4
CC(C)(C)CC(=O)NCCCCCCNC(=O)CC(C)(C)C,i,-5.2,-1.8,i,i,i,i,i,i,i,-8.0
CC(C)c1cc(NCCCN2CCOCC2)n2c(nc3ccccc32)c1C#N,i,-13.6,-37.3,i,i,i,i,i,i,i,11.2
CCOCCCNC(=O)c1ccccc1SC,i,-2.2,2.4,i,i,i,i,i,i,i,-1.7
CNc1nc(SCC(=O)Nc2ccc(Cl)c(Cl)c2)nc(N2CCOCC2)n1,i,-5.7,-10.9,i,i,i,i,i,i,i,0.0
Fc1ccc(CSc2ncnc3nc[nH]c23)cc1,i,-14.9,-6.0,i,i,i,i,i,i,i,-1.5
O=C1c2ccccc2C2=Nc3ccccc3SC(c3ccc(Cl)cc3)C12 (stereo not given),-13.5*,-11.6,8.1,i,i,i,i,i,i,i,0.6
C/C(=C/c1oc2ccc(O)cc2c1[N+](=O)[O-])N(C)C,i,-12.7,6.7,i,i,i,i,i,i,i,51.9*
Cc1ccc(NS(=O)(=O)c2cccc3cccnc23)c(Cl)c1,i,-2.7,4.1,i,i,i,i,i,i,i,4.3
COc1ccc(N(CC(=O)N/N=C(\C)c2ccccc2)S(=O)(=O)c2ccccc2)cc1,i,-5.7,-0.7,i,i,i,i,i,i,i,1.3
Cc1c(Cl)cccc1NC(=S)NCC(c1cccnc1)N(C)C (stereo not given),i,-3.8,-6.9,85*,i,i,i,i,i,i,-3.3
CC(=O)c1cccc(NC(=O)NN2CCN(C)CC2)c1,i,-1.4,-5.1,i,i,i,i,i,i,i,-6.9
O=C(NCc1c(Cl)cccc1Cl)c1ccc2nnsc2c1,i,-5.0,-0.5,i,i,i,i,i,i,i,nt
Cc1ccc(NC(=O)CSc2ccc(-c3ccco3)nn2)c(C)c1,i,-6.3,2.0,i,i,i,i,i,i,i,-1.1
Cc1cc2occ(CC(=O)OCC(=O)Nc3sc4c(c3C#N)CCC(C)C4)c2cc1C (stereo not given),i,-9.1,2.4,i,i,i,i,i,i,i,3.8
CC1=NN(c2ccccc2)C(=O)/C1=C/c1cccs1,i,-8.8,10.3,i,i,i,i,i,i,i,1.6
O=C(COc1ncnc2sccc12)Nc1cccc(S(=O)(=O)N2CCCC2)c1,i,-13.0,-7.5,i,i,i,i,i,i,i,2.7
Cc1ccc(NC(N)=S)cc1C,i,-4.8,1.8,i,i,i,i,i,i,i,-2.9
Cc1cc(C)nc(NS(=O)(=O)c2ccc(NC(=O)c3cc4c(=O)n5cccc(C)c5nc4n3C)cc2)n1,i,-7.0,5.5,i,i,i,i,i,i,i,0.8
CC(C)(C)NCCOc1ccc2ccccc2c1,i,-9.8,3.5,i,i,i,i,i,i,i,-0.7
COc1ccccc1OCCCCN1CCCCC1,i,-5.3,2.0,i,i,i,i,i,i,i,nt
COC(=O)c1ccccc1NC(=O)c1ccc(COc2cc(C)cc(C)c2)o1,i,-6.9,1.3,i,i,-9.46*,i,i,i,i,4.7
Cc1ccc(NC(=O)CCC(=O)OCC(=O)c2ccc(Oc3ccc([N+](=O)[O-])cc3)cc2)cc1C,i,-4.9,1.7,i,i,i,i,i,i,i,5.9
COc1ccccc1N(C)S(=O)(=O)c1ccc(C(=O)OCC(=O)N(C)c2ccccc2)cc1,i,-8.5,0.8,i,i,i,i,i,i,i,-4.0
Cn1c(=O)n(C)c2cc(/C=N/NC(=O)c3ccc(Cl)cc3Cl)ccc21,i,-10.6,0.1,i,i,i,i,i,i,i,4.2
C=CCn1c(-c2csc3c2CCC(C)C3)n[nH]c1=S (stereo not given),i,-5.5,-3.6,i,i,i,i,i,i,i,-1.8
CSCC[C@H](NC(=O)OC(C)(C)C)C(=O)N/N=C/c1cc2ccc(C)cc2nc1Cl,i,-5.0,4.7,i,i,i,i,i,i,i,-4.9
CCOc1cc(CNc2ccc(S(N)(=O)=O)cc2)cc(Cl)c1OC,i,-4.8,-0.9,i,i,i,i,i,i,i,1.3
Cc1sc2nc(C(C)C)nc(SCC(=O)N3CCOCC3)c2c1C,i,-0.5,0.4,i,i,i,i,i,i,i,7.3
CCOC(=O)Cc1csc(NC(=O)/C=C\c2ccccc2Cl)n1,i,-5.0,7.4,i,i,i,i,i,i,i,-2.8
COc1cc(C2C(C(=O)c3cc4ccccc4o3)=C(O)C(=O)N2CCN2CCOCC2)ccc1OCCC(C)C (stereo not given),i,-4.7,nt,i,i,i,nt,i,i,i,6.5
CCOC(=O)c1nn(-c2ccccc2)c(=O)cc1OCC(=O)Nc1cc(C)ccc1OC,i,0.1,nt,i,i,i,i,i,i,i,-8.2
CCOC(=O)c1sc2nc(CC(=O)OC)nc(NCC(=O)OC)c2c1C,i,-12.8,-42.1,i,i,i,i,i,i,i,6.5
CCN(C(=O)c1ccc2c(=O)n3c(nc2c1)CCCCC3)c1ccccc1C,i,-13.6,-2.5,i,i,i,i,i,i,i,0.8

# (listing goes on)
SMILES,KCNK9 block,hERG protect,HDAC3 inh,TRPC4 act,ANO1 activ,KCNK3 block,TMEM16A inh,TRPC4 PAM,KCNQ1 block,KCNQ1 act,DYRK1A inh
CC(C)(C)n1nnnc1C(c1cccs1)N1CCCc2ccccc21 (stereo not given),-9.88*,-6.7,-5.1,i,i,i,i,i,i,i,10.9
CCCCNC(=O)C1CCN(Cc2ccc(OCc3ccccc3)c(OC)c2)CC1,i,-4.3,-1.0,i,i,i,i,i,i,i,3.6
COC(=O)c1ccc(C(=O)Nc2ccc(F)cc2)cc1,nt,nt,6.6,nt,i,i,i,nt,nt,nt,7.4
COc1ccc(S(=O)(=O)NC(C)C)cc1C(=O)N1CCOCC1,i,-10.0,?,i,i,i,i,i,i,i,nt

# Sorted by SMILES length (smallest number first): some entries from above
SMILES,KCNK9 block,hERG protect,HDAC3 inh,TRPC4 act,ANO1 activ,KCNK3 block,TMEM16A inh,TRPC4 PAM,KCNQ1 block,KCNQ1 act,DYRK1A inh
CC(C)(C)NCCOc1ccc2ccccc2c1,i,-9.8,3.5,i,i,i,i,i,i,i,-0.7
CC(C)(C)NS(=O)(=O)c1cnc(Cl)c(Cl)c1,i,-3.5,-0.9,i,i,i,i,i,i,i,0.3
C=CCn1c(-c2csc3c2CCC(C)C3)n[nH]c1=S (stereo not given),i,-5.5,-3.6,i,i,i,i,i,i,i,-1.8
CCOC(=O)Cc1csc(NC(=O)/C=C\c2ccccc2Cl)n1,i,-5.0,7.4,i,i,i,i,i,i,i,-2.8
O=C1c2ccccc2C2=Nc3ccccc3SC(c3ccc(Cl)cc3)C12 (stereo not given),-13.5*,-11.6,8.1,i,i,i,i,i,i,i,0.6
CCCCNC(=O)C1CCN(Cc2ccc(OCc3ccccc3)c(OC)c2)CC1,i,-4.3,-1.0,i,i,i,i,i,i,i,3.6
Cc1noc(C)c1CCC(=O)NC1CCCN(Cc2ccc(CC(C)C)cc2)C1 (stereo not given),i,-2.8,-1.1,101*,i,i,i,i,i,i,-7.9
CCCCN(C)S(=O)(=O)c1ccc(C(=O)Nc2nnc(-c3ccco3)o2)cc1,i,-6.1,-5.2,i,i,i,i,i,i,i,2.5
CSCCC(NS(=O)(=O)c1ccc2c(c1)OCCO2)C(=O)N(C)Cc1ccc(F)cc1 (stereo not given),i,-34.0,1.4,i,i,i,i,i,i,i,1.9

# Bioassay records deposited in PubChem BioAssay by several laboratories.

# Some of the compounds tested; rates above refer to the full screens.
